Tau fluor counter – counter-screen for tau fibril formation inhibitors; tau K18 P301L Alexa594 fluorescence, heparin fibrillization; Potency, µM (highest dose often 57.7 µM), without a hit: at the highest dose activity change, negative = decrease; 0.93% of 280,000 active; also: % is scaled to controls: 0 for no effect and ±100 for the full control effect; nearly all actives have a fitted effect of over 55% in size
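Human tau K18 P301L (15 uM unlabeled, 0.24 uM Alexa 594-labeled) in 100 mM sodium acetate pH 7 with 20 uM heparin, 6 hr at 37 C. ThT 30 uM added, 1 hr ambient; Alexa 594 FP and total fluorescence read at 555/632 nm.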
HTT aggregate – inhibitors of mutant huntingtin aggregate formation in PC12 cells; PC12 HttQ103-GFP aggregates, Acumen cytometry, 40 h; Potency, µM (series often up to 46.1 µM), without a hit: top-dose activity change, negative = inhibition, most hits filed as inhibitors; 1.1% of 220,000 active; also: % is scaled to controls: 0 for no effect and ±100 for the full control effect; nearly all actives have a fitted effect of over 60% in size
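Ecdysone-promoter PC12 model expressing HTT exon 1 Q103 fused to GFP, induced by tebufenozide at 100 nM final. Compounds titrated; aggregates sized 1–25 µm scored on a 488 nm laser cytometer.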
ALDH1A1 inh – blocks purified human ALDH1A1 activity | Purified ALDH1A1, NADH fluorescence, propionaldehyde substrate | P00352 | 7.3% of 220,000 active | Potency, µM (titrated, usually from 75.3 µM), for the others: top-dose activity, negative = inhibition, actives largely listed as inhibitors; active = well fitted inhibition curve with a large enough effect, not every such curve was filed as active; inconclusive = small, poorly fitted or top-dose-only effect, or another doubt; inactive = no such curve, though single readings can be large or run the other way;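 also: plate controls were no enzyme wells and a reference inhibitor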
Target sequence (P00352 whole entry, looked up): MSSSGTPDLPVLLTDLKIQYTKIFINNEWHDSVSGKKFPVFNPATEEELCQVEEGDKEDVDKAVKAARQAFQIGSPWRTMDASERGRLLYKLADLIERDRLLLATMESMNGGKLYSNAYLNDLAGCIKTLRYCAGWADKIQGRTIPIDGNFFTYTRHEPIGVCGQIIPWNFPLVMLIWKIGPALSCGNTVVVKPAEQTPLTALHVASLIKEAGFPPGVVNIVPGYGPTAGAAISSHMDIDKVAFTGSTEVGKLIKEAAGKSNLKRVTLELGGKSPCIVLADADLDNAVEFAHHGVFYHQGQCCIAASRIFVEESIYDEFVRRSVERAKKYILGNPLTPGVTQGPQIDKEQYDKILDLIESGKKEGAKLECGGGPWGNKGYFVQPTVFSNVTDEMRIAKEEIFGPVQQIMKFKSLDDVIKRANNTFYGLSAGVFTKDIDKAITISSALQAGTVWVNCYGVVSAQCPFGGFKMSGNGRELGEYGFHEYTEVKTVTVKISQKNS
Tau fibril ThT – tau fibrillization inhibition (ThT binding) | P10636 | recombinant tau K18 P301L (four-repeat tau fragment), heparin-induced fibrillization, ThT fluorescence | Potency, µM (series often up to 57.4 µM), for the others: at the top dose activity, negative = inhibition, most hits filed as inhibitors | 2.1% of 270,000 active | AID 1460; also: % is scaled to controls: 0 for no effect and ±100 for the full control effect; nearly all actives have a fitted effect of over 55% in size
Target sequence (P10636 561-689 P618L limits assumed): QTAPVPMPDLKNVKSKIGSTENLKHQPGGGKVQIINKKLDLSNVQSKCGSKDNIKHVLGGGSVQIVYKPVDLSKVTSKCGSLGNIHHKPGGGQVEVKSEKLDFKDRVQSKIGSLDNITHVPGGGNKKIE
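In this qHTS, human K18 P301L tau is incubated with compound and heparin for 6 hr at 37 C, and Thioflavin T fluorescence then reports fibril load.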
HTT ATP protect – cytoprotection in Huntington HTT-Q103 PC12 cell model. 0.14% of 230,000 active. PC12 HTT-Q103 induced, cytoprotection, ATP luminescence, 40 h. Potency, µM (titrated, usually from 56.4 µM), inactives show cytoprotection (ATP increase), hits mostly activators;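 also: % of control where 0% means no effect; nearly all actives have a fitted effect of over 45% in size; toxic huntingtin expression switched on by the ecdysone agonist tebufenozide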
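Cells were plated at 1500 per well in phenol red-free DMEM with 5% equine and 5% calf serum. Tebufenozide (100 nM final) and compounds were added, then ATPlite reagent, and luminescence was read.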
Tau fibril FP – inhibitors of human tau fibril formation; Potency, µM (highest dose often 57.7 µM), without a hit: at the top dose activity, negative = inhibition, most hits filed as inhibitors; P10636; AID 1468; 0.39% of 280,000 active; K18 P301L tau heparin fibrillization, Alexa594 FP, 6 h; also: % is scaled to controls: 0 for no effect and ±100 for the full control effect; nearly all actives have a fitted effect of over 55% in size
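FP of Alexa 594-tau after heparin (20 uM) induction. Substrate: human K18 P301L, 15 uM unlabeled, 0.24 uM labeled. Buffer 100 mM sodium acetate pH 7. 6 hr, 37 C.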
KDM4E inh – JMJD2E (human) inhibition; JMJD2E catalytic domain, FDH-coupled NADH fluorescence (FDH is formaldehyde dehydrogenase); Potency, µM (top dose mostly 57.1 µM), for inactives: at the top dose activity change, negative = inhibition, usual class: inhibitors; 1.6% of 230,000 active; AID 2147; active = well fitted inhibition curve with a large enough effect, not every such curve was filed as active; inconclusive = small, poorly fitted or top-dose-only effect, or another doubt; inactive = no such curve, though single readings can be large or run the other way;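 also: 0% = wells with enzyme and -100% = buffer wells without enzyme; nearly all actives have a fitted effect of over 50% in size; many of its hits are not listed in these tables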
Target sequence (B2RXH2 1-337 limits assumed): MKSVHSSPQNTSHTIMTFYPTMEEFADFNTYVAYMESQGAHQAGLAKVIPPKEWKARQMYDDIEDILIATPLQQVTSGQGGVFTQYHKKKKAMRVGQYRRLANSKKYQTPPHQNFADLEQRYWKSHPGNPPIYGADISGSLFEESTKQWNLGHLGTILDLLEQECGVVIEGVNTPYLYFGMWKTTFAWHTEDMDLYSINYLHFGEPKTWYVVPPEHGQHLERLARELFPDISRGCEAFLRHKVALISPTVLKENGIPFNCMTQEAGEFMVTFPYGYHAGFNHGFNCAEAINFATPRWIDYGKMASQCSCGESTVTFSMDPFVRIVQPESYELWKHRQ
SMN2 splice enh – SMN2 splice variant enhancement; 2.8% of 210,000 active; HEK293 SMN2-luciferase splicing reporter, luminescence, 30-36 h; Potency, µM (doses to about 46.1 µM), for the others: at the highest dose activity change, positive = activation, actives largely listed as activators; also: % of control where 0% means no effect; nearly all actives have a fitted effect of over 55% in size
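HEK293 cells carry an SMN2 […]–luciferase reporter in which exon 7 inclusion puts luciferase in frame. Cells were plated 10-12 h before compound addition, then incubated 30-36 h at 37C. ONE-Glo luminescence was read; sodium butyrate at 4.5 mM final served as control.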
Numbers without * were called inactive; ? = inconclusive; / = not tested or not shown; [ ] = remark or other dose. Unless noted, calls follow the shape of the dose curve; as a rule, active = well fitted curve in the direction sought with a large enough effect; inconclusive = small, poorly fitted or top-dose-only effect, or another doubt; inactive = no such curve, though single readings can be large; an effect the other way counts as inactive or inconclusive. Potency is read from the fitted curve at half-maximal effect. These rows are one share of the data; rates above refer to the full screens.

A first look, 2 compounds:
SMILES	Tau fluor counter	HTT aggregate	ALDH1A1 inh	Tau fibril ThT	HTT ATP protect	Tau fibril FP	KDM4E inh	SMN2 splice enh
COc1cc(OC)c(OC)cc1/C=N/N(C)c1ccccc1	16µM*[quencher]	6%[9.22 µM]	-4%	?	-19%	?	-3%	-18%
Cc1ccc(CSCc2nnc(SCC(=O)N3CCN(c4ccccc4)CC3)n2C)cc1	-10%	?	0%	-15%	-14%	0%	10%	-46%[inhibitor]

All compounds of this part, from the start:
SMILES	Tau fluor counter	HTT aggregate	ALDH1A1 inh	Tau fibril ThT	HTT ATP protect	Tau fibril FP	KDM4E inh	SMN2 splice enh
COc1cc(OC)c(OC)cc1/C=N/N(C)c1ccccc1	16µM*[quencher]	6%[9.22 µM]	-4%	?	-19%	?	-3%	-18%
Cc1ccc(CSCc2nnc(SCC(=O)N3CCN(c4ccccc4)CC3)n2C)cc1	-10%	?	0%	-15%	-14%	0%	10%	-46%[inhibitor]
COc1ccc(C2CC(=O)c3cnc(NC(=O)c4cccc(OC)c4)nc3C2)cc1 (stereo unspecified)	-11%	14%	2%	-16%	-12%	-1%	3%	0%
Cc1nn(CCC(=O)NNC(=S)Nc2ccc([N+](=O)[O-])cc2)c(C)c1[N+](=O)[O-]	-1%	25%	4.5µM*	?	/	12%	?	15%
Cc1ccc(C)c(-c2nn(-c3cc(N4CCN(CCO)CC4)ccc3[N+](=O)[O-])c(=O)c3ccccc23)c1	-23%	2%	-4%	-15%	-55%[inhibitor]	8%	1%	1%
CCOC(=O)N1CCN(C(=O)c2nn(-c3ccc(C)cc3)c(=O)c3c2c2ccccc2n3C)CC1	0%	-6%	-8%	-8%	-22%	2%	2%	?
Cc1ccc(Nc2nc(N/N=C/c3c[nH]c4ccccc34)nc(N3CCOCC3)n2)cc1	?	-2%	-5%	?	9%[10 µM]	-7%	0%	8%
CCOc1ccc(Br)cc1S(=O)(=O)NCc1ccncc1	2%	10%[9.22 µM]	8%	-6%	4%[10 µM]	5%	7%	/
COC(=O)C(C)Sc1nc2c(cnn2-c2ccc(F)cc2)c(=O)[nH]1 (stereo unspecified)	-11%	/	/	-8%	/	-9%	/	0%
CCCCNC(=O)Nc1nnc(SCC(=O)OCC)s1	-8%	-20%[9.22 µM]	-4%	-2%	-12%[10 µM]	-4%	6%	/
CCOC(=O)c1cnc(-n2nc(C)cc2C)nc1Nc1ccccc1OC	-5%	2%	4%	-7%	-13%	7%	2%	-25%
CCCS(=O)(=O)N1CCCC(C(=O)NCc2ccco2)C1 (stereo unspecified)	6%	-1%	-2%	-2%	-16%	5%	0%	5%
COC(=O)c1cc(C(=O)N2CCN(c3cccc(C)c3C)CC2)cc([N+](=O)[O-])c1	-9%	?	-11%	-4%	4%	11%	-2%	-22%
Cc1cc(C)c(NC(=O)c2oc3ccccc3c2COc2ccccc2)c(C)c1	-15%	-26%	11%	-13%	-1%[10 µM]	-8%	-9%	/
Fc1ccc(/C=N/Nc2ncnc3nc[nH]c23)cc1F	1%	-1%	-24%	3%	/	3%	-3%	?
COC(=O)c1sc(NC(=O)COc2ccccc2C)nc1C	-10%	12%	?	-11%	-40%[inhibitor]	-8%	-28%	5%
O=C(Oc1cccc(O)c1)C1CCCCC1	-1%	-3%[9.22 µM]	4%	5%	-21%	4%	-10%	0%
O=C(NCc1cccs1)C1CCCN(S(=O)(=O)c2cccc3cccnc23)C1 (stereo unspecified)	-11%	12%	10%	-13%	-26%	-2%	4%	-7%
Cc1ccc(-c2noc(CSc3nnc(-c4ccncc4)n3-c3ccc(F)cc3)n2)cc1	-13%	-26%	?	-15%	9%	-2%	3%	-20%
Cn1c(C(=O)NC2CC2)cc(=O)n(C)c1=O	-2%	?	5%	-2%	13%[10 µM]	4%	?	1%
O=C(Cc1ccccc1[N+](=O)[O-])NCCSCc1c(F)cccc1Cl	-6%	-19%	?	2%	23%	-7%	-2%	-10%
CC(C)(C)CC(C)(C)NC1=CC(=O)OC12CCCCC2	-6%	-7%[9.22 µM]	?	-13%	22%	3%	10%	-5%
O=[N+]([O-])c1cc(C(F)(F)F)ccc1NCCCCNS(=O)(=O)c1ccc(Cl)cc1	?	-28%	2%	?	14%[10 µM]	8%	-8%	-49%[inhibitor]
CCn1cc(C(=O)NCc2ccccc2)c(=O)c2cc(S(=O)(=O)N3CCCCCC3)ccc21	-23%	/	/	-6%	/	-3%	/	3%
O=C(CCc1ccc(S(=O)(=O)N2CCOCC2)cc1)Nc1nccs1	-4%	-5%	6%	-2%	?	1%	4%	-14%
O=C1NC(c2ccccc2)=C(c2ccccc2)C1=O	8%	0%	-4%	2%	/	1%	-6%	0%
CCOC(=O)c1[nH]c2ccc(OC)cc2c1NC(=O)CN1CCc2ccccc2C1	?	-6%	?	?	-42%	?	?	-13%
COc1ccc(CCNc2ccc(C(CC(N)=O)NC(=O)Cc3cccc4ccccc34)cc2[N+](=O)[O-])cc1 (stereo unspecified)	?	18%[9.22 µM]	/	?	7%[10 µM]	-13%	-5%	/
Cc1ccc(CSc2nnc(-c3cccc(S(=O)(=O)N4CCOCC4)c3)n2CC(C)C)cc1	3%	-11%[9.22 µM]	-13%	-10%	-7%[10 µM]	-6%	-2%	-26%
CCc1ccc(NC(=O)c2ccnc(C(C)(C)C)c2)cc1	-3%	-16%	21%	-14%	-9%	1%	6%	2%
CCOC(=O)Cn1nc(C)n(-c2c(C)cccc2C)c1=O	-2%	-2%	-11%	-5%	-6%	2%	-2%	8%
CN(C)c1oc(COc2ccccc2F)nc1C#N	11%	-18%	0%	8%	-27%[0.074 µM]	-4%	6%	8%
CC1=CC2=NC(=O)/C(=C\c3cccn3CCOc3ccccc3C)C(=N)N2O1	?	?	?	?	-79%[inhibitor]	?	-15%	/
COC(=O)c1c(NC(=S)Nc2ccc(C(=O)N3CCOCC3)cc2)sc2c1CCC2	-26%	9%	3.5µM*	-16%	/	-5%	-21%	-1%
CCN(CC)CCN1C(=O)c2ccccc2NC1c1ccc(C)cc1 (stereo unspecified)	-2%	5%	?	1%	-1%	14%	?	13%
COc1ccc(CC(NC(C)=O)C(=O)NC2CCN(S(=O)(=O)c3ccc(NC(C)=O)cc3)CC2)cc1OC (stereo unspecified)	4%	-7%[9.22 µM]	5%	3%	0%[10 µM]	0%[2.34 µM]	-1%	/
O=c1nc(/C=C/c2ccc(O)c(O)c2)oc2ccccc12	-30%	-7%[9.22 µM]	/	?	-43%[10 µM]	8%	13µM*	/
COc1cccc2cc(-c3nnc(-c4ccc(Cl)cc4)o3)c(=O)oc12	-4%	/	/	-13%	/	3%	/	0%
O=C(O)c1cc2nc3c(c(C(F)(F)F)n2n1)CCCC3	-4%	-6%[9.22 µM]	10%	-14%	3%[10 µM]	6%	?	/
Cc1c(Nc2scc(-c3ccccc3)[n+]2-c2ccccc2)c(=O)n(-c2ccccc2)n1C	-5%	-5%	?	?	-17%	4%	-24%	13%
CCOC(=O)N1CCN(CC(O)COC(CC)c2ccccc2)CC1 (stereo unspecified)	-8%	-12%	16%	-7%	-24%	-1%	7%	/
Cc1ccc(-c2nc(NC(=O)CSc3nnc4scc(-c5ccccc5)n34)ns2)cc1	-10%	-1%[9.22 µM]	/	-13%	-7%	-8%	?	/
CC(=O)NNc1ncnc2c1cnn2-c1ccc(C)c(Cl)c1	2%	-21%	?	1%	-12%	?	-26%	2%
O=C(/C=C/c1ccc(Cl)cc1Cl)Nc1ccncc1	?	-13%	6%	-11%	-22%[10 µM]	?	9%	-4%
O=C(NCCc1csc(-c2cccnc2)n1)c1cccc2ccccc12	5%	-13%	?	-5%	10%[10 µM]	-9%	-5%	-12%
O=C(N/N=C/c1ccc2ncccc2c1)c1ccco1	-9%	11%	?	?	-172%[inhibitor]	?	-3%	0.56µM*
Cc1cc(C)c(-n2c(SCCS(=O)(=O)c3ccc(F)cc3)n[nH]c2=O)c(C)c1	5%	13%[9.22 µM]	14µM*	-2%	19%[10 µM]	14%	-5%	/
COC(=O)c1cc2occc2n1Cc1ccc(F)cc1Cl	-27%	/	/	?	/	-13%	/	9%
COc1ccc(C(=O)N(Cc2sccc2C)C2CCS(=O)(=O)C2)cc1Cl (stereo unspecified)	-23%	/	/	-9%	/	-9%	/	-6%
CCOC(=O)N1CCC(Nc2c(N3CCN(c4cccc(C(F)(F)F)c4)CC3)c(=O)c2=O)CC1	-14%	?	-14%	-10%	-7%	5%	-1%	-19%
Cc1ccc(C(=O)CC2(O)C(=O)N(C)c3ccc(Br)cc32)c(C)c1 (stereo unspecified)	2%	-12%	-11%	7%	1%	?	-4%	-10%
Cc1cccc2cc(C#N)c(SCc3nnc(-c4ccccc4[N+](=O)[O-])o3)nc12	?	-2%	17%	?	0%[10 µM]	10%	-3%	22%
COc1ccc(-c2cc(C(F)F)n3ncc(C(=O)N4CCN(C(=O)c5ccco5)CC4)c3n2)cc1	3%	-3%	?	-7%	-4%[10 µM]	0%	?	9%
S=c1sc2c(N3CCN(Cc4ccccc4)CC3)ncnc2n1-c1ccccc1	-12%	-8%	?	-16%	-1%	0%	5%	-55%[inhibitor]
CCn1c(O)c(/C=N/N=C/c2ccc(OC)cc2)c2cc(C3=NNC(=O)CC3)ccc21	-3%	-19%[9.22 µM]	/	/	1%[10 µM]	0%	?	/
N#Cc1c(-c2ccccc2)cc(-c2ccccc2)nc1Br	8%	20%	-12%	9%	-12%[10 µM]	7%	1%	-4%
COC(=O)c1ccc(COc2cc([N+](=O)[O-])cc3cccnc23)cc1	-10%	18%[9.22 µM]	/	?	9%[10 µM]	8%	-3%	/
Cc1nc2ccccc2n1C(=O)c1cc(-c2ccc(Br)cc2)nc2ccccc12	-26%	-11%	-12%	-17%	-50%[inhibitor]	?	-28%	-6%
CCCCNCc1cc(Br)c(OCC(=O)NCc2ccccc2)c(OC)c1	-9%	9%	?	-10%	/	3%	5%	-15%
O=C(Nc1ccn(Cc2ccccc2F)n1)c1ccc(COc2cc(Cl)ccc2Cl)o1	-27%	?	0%	0%	0%	2%	-7%	-33%[inhibitor]

Screening results deposited in PubChem BioAssay by National Center for Advancing Translational Sciences (NCATS).
